D1 potentiator: human D1 dopamine receptor positive modulation. P21728. HEK293 TREx D1 cells, calcium flux, dopamine EC20 potentiation. potentiation, % at 10 µM. 0.036% of 360,000 active; in the data active = potentiation above about 30%; also: 0% is about no effect
Target sequence (P21728 whole entry, looked up): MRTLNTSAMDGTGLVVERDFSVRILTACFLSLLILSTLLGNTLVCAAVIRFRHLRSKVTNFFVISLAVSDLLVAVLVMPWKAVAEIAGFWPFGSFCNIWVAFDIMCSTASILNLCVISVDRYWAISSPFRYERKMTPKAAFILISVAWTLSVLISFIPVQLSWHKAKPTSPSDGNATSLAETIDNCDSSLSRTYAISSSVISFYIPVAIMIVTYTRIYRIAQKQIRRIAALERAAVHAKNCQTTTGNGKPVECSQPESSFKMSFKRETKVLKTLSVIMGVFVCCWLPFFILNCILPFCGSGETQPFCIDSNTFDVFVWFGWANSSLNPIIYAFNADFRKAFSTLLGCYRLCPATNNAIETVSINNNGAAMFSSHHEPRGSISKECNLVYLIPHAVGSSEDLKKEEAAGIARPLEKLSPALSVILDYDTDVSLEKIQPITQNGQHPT
D1 agonist: agonists of human D1 dopamine receptor. 1% of 360,000 active. activation, % at 2 µM. P21728. HEK293 T-REx D1 cells, calcium flux, agonist mode; in the data active = activation above about 30%; also: 0% is about no effect
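Inducible HEK293 T-REx D1 cells, force-coupled to calcium signalling, were plated at 4000 cells/well with tetracycline and held overnight at 30 C. After no-wash calcium dye loading, compound-evoked calcium rise over 180 s flagged agonists.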
D2 agonist: activates the human D2 dopamine receptor; P14416; HEK293 T-REx D2 cells, calcium flux agonist mode; activation, % at 2 µM; 0.53% of 340,000 active; AID 485358;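 active = activation over 3 SD above normal in the single-dose calcium agonist read, cut at about 30% in these data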; also: 0% is about no effect
Target sequence (P14416 whole entry, looked up): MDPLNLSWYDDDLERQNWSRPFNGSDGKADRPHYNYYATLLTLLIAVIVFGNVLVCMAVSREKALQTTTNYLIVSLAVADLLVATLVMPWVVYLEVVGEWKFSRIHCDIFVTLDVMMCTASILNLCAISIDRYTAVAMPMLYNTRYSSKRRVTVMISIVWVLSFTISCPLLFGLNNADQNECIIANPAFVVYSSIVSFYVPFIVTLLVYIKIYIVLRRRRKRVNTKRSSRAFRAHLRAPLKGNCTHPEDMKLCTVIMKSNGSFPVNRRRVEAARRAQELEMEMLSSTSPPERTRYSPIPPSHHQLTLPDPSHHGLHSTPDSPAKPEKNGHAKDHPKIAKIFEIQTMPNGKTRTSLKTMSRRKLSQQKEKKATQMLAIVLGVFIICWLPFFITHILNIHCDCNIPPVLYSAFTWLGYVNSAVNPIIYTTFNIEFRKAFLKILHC
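HEK293 Trex D2 cells, tetracycline-induced, o/n 30 C 5% CO2; no-wash Ca dye, RT 30–90 min; 10-cycle baseline, 23 nl cpd added, kinetic Ca read 180 s; agonist hits = positive Ca response.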
D1 antag: human D1 dopamine receptor antagonism; P21728; HEK293 TREx D1 cells, calcium flux, dopamine EC80; hits give low values; activity change, negative = inhibition, % at 10 µM; 3.2% of 360,000 active; AID 504652; in the data active = activity change below about -30%; also: % is scaled to controls: 0 for no effect and ±100 for the full control effect
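Tetracycline-induced HEK293 T-REx cells with force-coupled D1 receptor were loaded with a no-wash calcium dye. Compound was added after a 10 s baseline and read kinetically for 180 s; EC80 dopamine was then added and calcium flux followed another 180 s.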
RXFP1 agonist: RXFP1 (human) receptor agonism; HEK293T-RXFP1 cAMP TR-FRET, 30 min; response scale: percent of porcine relaxin response, buffer zero; Potency, µM (doses to about 57.5 µM), for the others: top-dose activation, actives largely listed as activators; Q9HBX9; AID 2676; 0.3% of 370,000 active; active = well fitted activation curve with a large enough effect; inconclusive = small, poorly fitted or top-dose-only effect; also: potency is read from the fitted curve at half-maximal effect; % is scaled to controls: 0 for no effect and ±100 for the full control effect; nearly all actives have a fitted effect of over 60% in size; many of its hits are not listed in these tables
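HEK293 cells stably expressing RXFP1, treated 30 min at 37C with compounds plus PDE4 inhibitor Ro 20174; cAMP measured by HTRF TR-FRET. Normalized to buffer and 29 nM porcine relaxin; EC50 by Hill fit.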
TRHR PAM: TRH receptor (human) allosteric enhancement; P34981; TRHR cells, fluo-8 calcium fluorescence, EC20 TRH enhancement; enhancement, % at 2 µM; 0.66% of 360,000 active; AID 493056; in the data active = enhancement above about 30%; also: 0% is about no effect
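Enhancer read-out: after compound pinning and an initial kinetic agonist-mode read, an EC20 of TRH (10 nM final) was injected and fluo-8 calcium signal (Ex 480/Em 530) followed at 1 s/cycle for 100 cycles in TRHR-expressing cells.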
D2 potentiator: positive allosteric modulators of human D2 dopamine receptor; HEK293 T-REx D2, calcium flux, EC20 dopamine potentiation; potentiation, % at 10 µM; 0.34% of 340,000 active; AID 485347;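 active = potentiation over 3 SD above the plate norm, cut at about 30% in these data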; also: 0% is about no effect
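Cells plated with tetracycline inducer and held overnight at 30 C; calcium dye loaded 30–90 min at room temperature; baseline taken, compound added and read 180 s; EC20 dopamine then added and read 180 s.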
RXFP1 antagonist: blocks the human relaxin receptor RXFP1 | Q9HBX9 | HEK293-RXFP1, relaxin-stimulated cAMP HTRF, 30 min; hits give low values | activity change, negative = inhibition, % at 57.5 µM | 0.59% of 350,000 active | AID 1259400;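 active = activity change of -60% or lower, but not beyond a set lower limit; inconclusive = change between -60% and -40%, or beyond the set limit; inactive = change above -40%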; also: % is scaled to controls: 0 for no effect and ±100 for the full control effect
D2 antagonist: D2 dopamine receptor (human) antagonism | 2% of 340,000 active | HEK293 TREx D2 cells, calcium flux, dopamine EC80 | P14416 | inhibition, % at 10 µM | AID 485344; in the data active = inhibition above about 30%; also: 0% is about no effect
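Tetracycline-induced HEK293 TREx cells expressing D2 receptor forced-coupled to calcium signalling, loaded with no-wash calcium dye. Compounds added and calcium flux read 180 s, then dopamine added at EC80 and read a further 180 s.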
* = called active by the depositor; ? = inconclusive; · = not tested or not shown; & = joins results of further samples. These rows are one share of the data; the hit share may differ from the screen's.

SMILES	D1 potentiator	D1 agonist	D2 agonist	D1 antag	RXFP1 agonist	TRHR PAM	D2 potentiator	RXFP1 antagonist	D2 antagonist
Cc1ccc(C)c(S(=O)(=O)c2nnn3c2nc(N2CCOCC2)c2sccc23)c1	-4	3	1.4	-18	?	2	3	-15	·
CC(C)n1nnnc1C(c1ccc(F)cc1)N1CCN(C2CCCC2)CC1 (configuration not stated)	-1	0	0.5	5	-1.3%	-3	-5	7	4
CN1CCc2c(sc3c2C(=O)NC(c2cccs2)N3)C1 (configuration not stated)	-3	8	5.9	-48*	-0.2%	-2	-19	-17	-28
CN1CCN(c2nnc(-c3cccs3)c3ccccc23)CC1	5	6	-1.9	0	2.0%	12	-21	-2	9
CCOC(=O)c1nnn(-c2nonc2N)c1CSc1ccccn1	-4	3	-1.0	-1	0.3%	10	0	-16	6
O=S(=O)(NC1c2cccc3cccc(c23)C1N1CCNCC1)c1ccc(Cl)cc1 (configuration not stated)	-2	17	-0.1	4	-1.1%	-4	2	?	-2
Cc1nnc(C)n1/N=C/c1cc2ccccc2nc1Cl	-2	-3	-0.2	13	0.0%	-1	2	3	10
COC(=O)N1C(=O)[C@@](c2ccccc2)(C(C)C)N1C(=O)OC	-3	-1	-0.3	-1	-0.8%	13	2	·	12
CC(NC(=O)CN(C)Cc1cccc(Cl)c1)c1ccccc1 (configuration not stated)	-6	7	-0.7	-6	6.2%	-4	-12	7	8
Cn1c(SCC(=O)CC(=O)Nc2ccccc2)nnc1-c1ccc(O)cc1	-1	-2	0.0	38	-2.5%	-3	-5	-19	2
O=C(COC(=O)c1ccccc1NS(=O)(=O)c1cc([N+](=O)[O-])ccc1Cl)c1ccccc1	-1	2	1.3	-7	-0.1%	1	0	·	-7
COc1ccc(CNC(=O)c2cc(-c3ccc(C)c(C)c3)n[nH]2)cc1	-5	2	-0.5	-9	1.5%	0	-7	-27	·
COc1ccc(Nc2ncc3c(n2)CCN(Cc2sccc2C)C3)c(OC)c1	0	-1	-0.4	-3	0.6%	-1	0	-7	·
Cc1ccc2[nH]c(=O)c3cc(C(=O)NCCc4ccc(Cl)cc4)sc3c2c1	-1	3	0.1	-25	13%	57*	4	-24	·
O=C(CN1CCCCC1)N1c2ccccc2CCc2ccccc21	-4	2	0.7	1	0.4%	0	-9	-2	6
CCOC(=O)C1CCCN(C(=O)C2CCN(S(=O)(=O)CC)CC2)C1 (configuration not stated)	-5	8	-0.7	-7	3.0%	-1	-4	-13	5
CN(c1ccccc1)P(=O)(N(C)c1ccccc1)N(C)c1ccccc1	-3	8	0.0	-11	0.0%	-12	1	-2	-17
O=C(NNC(=S)Nc1ccccc1Cl)C1CC1	7	0	0.5	-3	0.0%	-19	8	8	1
O=C(Nc1ccc(Cl)cc1)C(c1ccccc1)N(CCO)CCO (configuration not stated)	-2	0	0.1	-18	2.7%	3	8	-6	-4
COc1ccc(F)cc1S(=O)(=O)NCCCn1ccnc1	-1	3	-0.7	4	-2.0%	-6	2	2	4
Cn1cc(CC(=O)NCCCN2CCOCC2)c2ccccc21	-4	3	0.3	9	-0.6%	20	2	2	5
Fc1ccc(Nc2nc(-c3ccncc3)nc3ccccc23)cc1F	-4	1	-0.7	-9	-0.4%	2	-6	1	6
COc1ccc(OC)c(NC(=O)c2cnc(Nc3ccc(C)c(Cl)c3)c3ccccc23)c1	1	2	-1.0	0	6.4%	21	-2	·	·
N#CC1(NC(=O)Cn2cc(C(F)(F)F)ccc2=O)CCCC1	1	0	0.2	-8	1.4%	6	-3	4	5
COCCNC(=O)c1c(N)n(CCC2=CCCCC2)c2nc3ccccc3nc12	0	-1	-0.5	-3	1.0%	-7	-10	-13	-6

Some of these compounds in order of the D2 potentiator value, ascending:
canonical_smiles	D2 potentiator
COc1ccc(F)cc1S(=O)(=O)NCCCn1ccnc1	2
Cc1ccc(C)c(S(=O)(=O)c2nnn3c2nc(N2CCOCC2)c2sccc23)c1	3
Cc1ccc2[nH]c(=O)c3cc(C(=O)NCCc4ccc(Cl)cc4)sc3c2c1	4
O=C(Nc1ccc(Cl)cc1)C(c1ccccc1)N(CCO)CCO (configuration not stated)	8

Returning to the listing; the 2 compounds before the break are reprinted first.
SMILES	D1 potentiator	D1 agonist	D2 agonist	D1 antag	RXFP1 agonist	TRHR PAM	D2 potentiator	RXFP1 antagonist	D2 antagonist
N#CC1(NC(=O)Cn2cc(C(F)(F)F)ccc2=O)CCCC1	1	0	0.2	-8	1.4%	6	-3	4	5
COCCNC(=O)c1c(N)n(CCC2=CCCCC2)c2nc3ccccc3nc12	0	-1	-0.5	-3	1.0%	-7	-10	-13	-6
CCOc1ccc(S(=O)(=O)N2CCNC(=O)C2)cc1	0	0	1.2	10	0.7%	1	-2	-6	-3
Cc1occc1C(=O)Nc1ccc(S(N)(=O)=O)cc1	2	2	1.6	5	2.5%	8	11	-3	-19
CC(NC(=O)c1ccc2c(c1)OCO2)c1ccccc1 (configuration not stated)	-7	4	0.1	-6	-0.9%	20	3	11	4
CCOC(=O)N1CCN(C(=O)c2ccc3nc(N4CCCCC4)sc3c2)CC1	8	-1	0.2	2	1.3%	-15	10	-2	12
COCCNC(=O)[C@@H]1CSC2c3ccccc3C(=O)N21 (some centres not stated)	-4	1	1.1	-9	0.0%	-7	4	3	-2
N/C(=N\OC(=O)CCCOc1ccc(Cl)cc1Cl)c1ccccn1	-3	0	-2.4	-3	-1.6%	-4	-9	-16	23
C=CCN1C(=O)C(CCCC)NC1=S (configuration not stated)	-5	3	-0.1	-14	0.6%	-3	-2	12	22
Cc1noc(C)c1CC(=O)N1CCCC(C(=O)c2ccc(C(C)(C)C)cc2)C1 (configuration not stated)	1	3	-1.1	0	-1.9%	-1	-7	-8	-2
O=C(CC1C(=O)NCCN1C(=O)c1ccc([N+](=O)[O-])cc1)Nc1cccc(Cl)c1 (configuration not stated)	3	2	-0.1	-10	2.5%	-9	-6	-17	-8
O=[N+]([O-])/C(=C\Nc1ccccc1Cl)S(=O)(=O)c1ccccc1	2	5	-0.5	-5	1.4%	5	10	·	9
CN(CCC1CCCCO1)Cc1cn(C)nc1-c1ccc2c(c1)OCCO2 (configuration not stated)	-4	4	-0.4	-2	0.2%	-4	4	16	-4
CCOc1ccccc1N1CCN(Cc2ccc(OC)c(OC)c2)CC1	-3	5	-2.3	-22	1.9%	0	-27	-15	94*
O=C(CSc1ncccn1)Nc1ccccc1	-8	1	0.0	-3	2.6%	12	11	2	6
COc1ccc(/C=N/N2CCOCC2)cc1COc1ccc(Cl)cc1	0	2	0.1	7	-0.3%	8	-2	-11	-4
CCc1nnc(NC(=O)[C@@H](NC(=O)c2cccc(C)c2)C(C)C)s1	5	2	0.4	0	0.9%	7	7	11	-1
CCC(=O)N1CCc2cc(S(=O)(=O)NC(CC(C)C)C(=O)NCc3cccc(OC)c3)ccc21 (configuration not stated)	0	1	-0.8	8	-0.1%	-7	-3	-10	·
Cc1ccc(CCN2CC(C(=O)NCCCN3CCCCC3)CC2=O)cc1 (configuration not stated)	-2	1	·	-4	3.6%	-3	·	8	·
Cc1cc(C(F)(F)F)n2ncc(C(=O)O)c2n1	·	4	0.6	-31*	-0.7%	4	1	·	-5
CCOC(=O)c1cnc2nc(NCc3ccc(OCC)cc3)[nH]n2c1=O	0	2	-0.4	-14	1.0%	20	-7	3	·
Brc1ccc2ncnc(Nc3cccc4ccccc34)c2c1	7	21	1.5	1	-2.9%	10	7	-1	-10
CSc1sc(-c2ccnc(SCC(=O)C(C)(C)C)n2)c2c1C(=O)CC(C)(C)C2	9	1	-0.2	-5	23%	3	2	·	-3
CC(=O)Nc1cccc(NC(=O)CSc2nc(=O)n(Cc3ccccn3)c3c2CCC3)c1	-2	3	0.2	-4	0.1%	-2	-4	-22	-3
Cc1c(C(=O)NN)nn(-c2ccc(F)cc2)c(=O)c1C#N	-1	1	·	1	1.4%	-7	·	-5	·
Cc1noc(C)c1S(=O)(=O)N1CCC(C(=O)Nc2ccccn2)CC1	-5	0	0.2	-3	3.6%	-2	34*	1	3
Brc1cccc(-c2nnc3sc(CNC4CCCC4)cn23)c1	-4	3	1.3	-2	0.5%	1	1	·	10
SMILES	D1 potentiator	D1 agonist	D2 agonist	D1 antag	RXFP1 agonist	TRHR PAM	D2 potentiator	RXFP1 antagonist	D2 antagonist
Cc1nc2sc3c(c2c(=O)o1)CCCC3	-2	0	·	4	0.4%	3	·	-6	·
COc1ccc2nc(SCC(=O)N3CCCCCC3)c(C#N)cc2c1	-2	1	-0.7	2	1.2%	-3	3	9	17
c1ccc(Oc2cnc3ccccc3n2)cc1	-7	3	0.4	-5	0.3%	9	1	2	0
COc1ccc(NC(=O)c2cc(-c3cccnc3)nc3ccc(C)cc23)cc1OC	-6	0	0.0	-1	2.9%	1	21	1	0
CSc1ccccc1NC(=O)C1=CC(c2ccc3c(c2)OCO3)=NS(=O)(=O)N1C	-1	0	1.5	-6	-3.5%	13	3	-12	·
Cc1ccc(S(=O)(=O)NCCC(=O)NCc2cccnc2)cc1	-7	3	·	-11	3.2%	-3	·	-3	·
COc1cccc(OCC(=O)Nc2cc(NC(=O)COc3cccc(OC)c3)cc(C(=O)O)c2)c1	4	0	-0.3	11	-0.2%	3	10	-8	-6
CCCCCCCCNc1nc(Cl)nc(NCCN2CCOCC2)n1	-2	2	0.5	-1	-0.6%	-3	3	5	2
O=C(NCc1ccncc1)c1ccc(Br)o1	-2	3	-0.8	-10	2.8%	8	-4	-14	-4
C=CCNC(=S)Nc1ccc(C(N)=O)cc1	-4	5	3.9	13	1.2%	-12	-4	-6	-1
O=C(NC1CCN(Cc2ccccc2)CC1)c1ccc(Cn2c(=O)c3ccccc3n(Cc3ccc(F)cc3)c2=O)cc1	0	0	-0.5	8	9.7%	8	-18	-12	·
Cc1nnc(SCC(=O)N2CCc3ccccc3C2)s1	-22	0	0.4	22	0.3%	-22	-2	8	26
Cc1ccccc1OCC(=O)Nc1nnc(S(=O)(=O)N2CCCC2)s1	-1&7	3&1	3.2&-0.5	-12&-2	3.4%&-5.0%	2&-7	3&0	-13	3
Cc1nc(NC(=O)c2cccs2)ccc1Br	-2	-1	-1.2	·	-0.4%	3	-10	-25	14
NC(=O)C1CCN(CC(O)COCc2ccccc2Cl)CC1 (configuration not stated)	-5	1	1.4	1	-1.7%	1	22	6	-8
CC1CCC(NC(=O)CC(C)(C)Cc2nc3ccccc3c(=O)[nH]2)CC1 (configuration not stated)	0	26	-0.6	0	-0.6%	-7	22	-34	0
COc1ccccc1C(=O)Nc1cccc(S(=O)(=O)N2CCCC2)c1	1	2	0.2	-25	-1.0%	5	8	12	3
Cc1ccc(-c2ccc(/C=C(\C#N)C(N)=S)o2)c([N+](=O)[O-])c1	-2	7	1.4	-11	0.2%	-7	-14	-26	-11

High-throughput results deposited in PubChem by National Center for Advancing Translational Sciences (NCATS).
